# Yeast growth tox: Inhibits yeast growth, turbidity readout; S. cerevisiae wild-type growth, A595 turbidity, 16 h; growth inhibition, % at 25 µM (by protocol); actives 0.3% (n = 30,000); AID 685;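 active = mutant and wild-type yeast strains alike exhibit over 30% growth inhibition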;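 also: 0% = untreated cell controls and 100% = YPD media blanks without cells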
#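 Schedule: 16 h growth with compound, 30 °C. System: yeast, wild-type or eIF2Bepsilon-R284H mutant. Doses: one dose, 25 µM compound[…]. Buffer or medium: YPD. Signal: turbidity measured as absorbance at 595 nm. Read-out basis: growth inhibition (%) versus cell controls and blanks.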
# Yeast eIF2B: modulators of yeast eIF2B activity | S. cerevisiae eIF2B-epsilon R284H, GCN4-lacZ luminescence | AID 688 | actives 0.91% (n = 27,000) | inhibition, % at 25 µM (by protocol);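 active = mutant luminescence inhibited past about 50% while wild type luminescence and mutant growth stay under set limits, limit read from the data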; also: some compounds called inactive have numbers as strong as hits
#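 Material: yeast eIF2B-epsilon R284H mutant carrying GCN4–beta-galactosidase fusion. Medium: YPD yeast growth medium. Incubation: 16 h growth with compound at 30 °C, 90 min Beta-Glo step. Signal: Beta-Glo luminescence plus absorbance at 595 nm. Evaluation: % inhibition of reporter signal and growth versus controls. Doses: 25 µM single dose.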
# Yeast growth tox inhibition %: further read-out of Yeast growth tox, marked with its call; growth inhibition, %; S. cerevisiae eIF2Bepsilon-R284H mutant growth, A595 turbidity, 16 h;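 each compound tested once at 25 µM; 0% equals untreated cells and 100% equals cell-free medium blanks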
# Yeast eIF2B mutant toxicity: further read-out of Yeast eIF2B, marked with its call; growth inhibition, %; measured here: mutant yeast growth, toxicity;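 each compound tested once at 25 µM; zero equals untreated control growth and 100 equals blank medium absorbance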
# An asterisk follows results filed as active; . = not tested or not shown. A portion of the library; count on the stated rates, not on these rows.
SMILES,Yeast growth tox,Yeast growth tox inhibition %,Yeast eIF2B,Yeast eIF2B mutant toxicity
O=c1[nH]c2ccc(S(=O)(=O)N3CCC(Cc4ccccc4)CC3)cc2o1,-20,5,1,5
CCN(CC)CCNc1nc(-c2ccccc2)c2c(c1C#N)CC(C)(C)OC2,1,14,.,.
CCOc1ccc(Cl)cc1S(=O)(=O)n1cnc2cc(C)c(C)cc21,-4,5,16,5
CC(C)Cn1c2nc3ccccc3nc2c2c(=O)n(CCN3CCOCC3)cnc21,11,14,26,14
Cc1cc(N2CCN(c3ccccc3)CC2)nc(-c2ccccc2O)n1,27,14,19,14
c1ccc(OCCSc2nc3ccccc3o2)cc1,26,5,14,5
Cc1ccc(-c2nn(CC(=O)NCC3CCCO3)c(=O)c3ccccc23)cc1 (configuration not stated),-10,-4,26,-4
CCOC(=O)C1CCN(C(=O)c2c(-c3c(F)cccc3Cl)noc2C)CC1,6,-7,8,-7
CC1(c2ccncc2)Nc2ccccc2-c2nc3ccccc3n21 (configuration not stated),.,.,-10,.
COc1ccc(C2=NOC(CN3C(=O)c4ccccc4S3(=O)=O)C2)cc1 (configuration not stated),.,.,43,.
CC(C)C(=O)N(c1ccc2oc(=O)sc2c1)S(=O)(=O)c1ccccc1,36,19,.,.
COC(=O)C1=C(C)NC(=O)NC1/C=C/c1ccccc1 (configuration not stated),7,-5,22,-5
C=C(C)c1cccc(C(C)(C)NC(=O)NCCCn2ccnc2)c1,6,-10,-4,-10
CCOc1cc2[nH]c(=O)n(CCCCCC(=O)NCc3ccco3)c(=O)c2cc1OCC,-19,-12,16,-12
Cc1cc(C(=O)O)ccc1N/C=C1\CCCC(C)C1=O (configuration not stated),20,20,.,.
CCN1C(=O)N(C)C(N(O)C(=O)NC)C1(C)C (configuration not stated),10,7,11,7
CCc1ccc(NC(=O)C2CCN(S(C)(=O)=O)CC2)cc1,5,0,5,.
COc1ccc(CCNC(=O)c2noc3c2CCCC3)cc1OC,9,-6,-10,-6
CCOC(=O)Cn1cc(C=O)c2ccccc21,9,16,13,16
Oc1ccc2ccccc2c1C=Nc1ccc(N2CCOCC2)cc1,0,5,.,.
c1ccc(Nc2nc(N3CCNCC3)nc(N3CCOCC3)n2)cc1,10,-18,20,-18
COc1ccc(NC(=O)C2CCCCN2CC(=O)OCc2ccccc2)cc1OC (configuration not stated),-16,4,.,.
CCN(CC)CCCn1c(=S)[nH]c2cc(Cl)ccc2c1=O,2,-3,1,-3
O=C(Nc1ccc(S(=O)(=O)Nc2nccc(C3Cc4ccccc4C(=O)O3)n2)cc1)c1ccccc1 (configuration not stated),1,25,8,25
COc1ccccc1C(=O)Nc1nc(-c2cccs2)c(NC(C)=O)s1,-32,-19,-5,-19
CC(C)(C)n1nc2c(c1NC(=O)c1ccc(S(=O)(=O)N3CCCC3)cc1)CS(=O)C2 (configuration not stated),13,6,20,6
C(=C\c1ccccc1)/CN1CCN(c2ncnc3c2oc2ccccc23)CC1,15,4,4,4
COc1ccc(Cl)cc1S(=O)(=O)Oc1ccc(NC(C)=O)cc1,-18,7,6,7
O=c1c2ccccc2c(C=NCCc2ccccc2)c(O)n1Cc1ccccc1,18,-5,-12,-5
Cc1cccc(N2CCN(C(=O)C(NS(=O)(=O)c3cccs3)c3ccccc3)CC2)c1C (configuration not stated),-5,6,25,6
CC1=C(Sc2nc3ccccc3[nH]2)C(=O)NC(C)(C)C1,-8,5,-37,5
COc1ccc(C(C)NC(=O)c2ccccc2)cc1 (configuration not stated),6,11,21,11
O=C(CSc1nnc(CCc2nc3ccccc3[nH]2)n1-c1ccccc1)NCc1ccco1,1,-5,25,-5
COc1cc(NC(=O)c2ccco2)c(OC)cc1NC(=O)CCC(=O)Nc1cccc(C)c1C,-15,-36,15,-36
CCN(CC)C(=O)CN1CCN(c2ncccn2)CC1,38,14,-12,14
C=CCc1c(C)nc(SCCC)[nH]c1=O,.,.,-14,.
NC(=O)C1CCN(C(=O)CSc2nc3ccccc3o2)CC1,12,-18,0,-18
O=[N+]([O-])c1ccc(Sc2n[nH]c(-c3ccc(Cl)cc3Cl)n2)nc1,19,-5,34,-5
O=C1c2ccccc2C(=O)N1CCC1=CCCCC1,30,24,9,24
O=C(CSc1nnc(CNc2ccc(F)cc2)o1)N1CCCc2ccccc21,16,-7,6,-7
Cc1cc(C(=O)NC(C)c2ccncc2)cs1 (configuration not stated),-7,7,.,.
COC(=O)c1cc(NS(=O)(=O)c2ccc(OC)c(OC)c2)ccc1Cl,-5,14,-3,14
Cc1cc(/C=N/n2cnnc2)c(C)n1-c1ccc2c(c1)OCO2,8,-7,42,-7
CCCCN(C)C(=O)c1coc(=O)c2ccccc12,-8,-12,26,-12
O=c1oc2cc(O)ccc2cc1-c1ccc(F)cc1,27,21,84,21
COc1ccc(NS(=O)(=O)c2cc(C)ccc2NC(=O)c2cc(C)oc2C)cc1,14,4,27,4
O=C(COc1ccc2c3c(c(=O)oc2c1)CCC3)c1ccc2c(c1)OCO2,-34,-27,14,-27
CCOC(=O)C1CCN(C(=O)c2ccccc2N(C)S(C)(=O)=O)CC1,12,0,-1,.
O=S(=O)(NCc1ccccc1)c1ccc(S(=O)(=O)N2CCCCC2)cc1,-15,-5,25,-5
CNC(=O)/C=C1\NC(C)(C)Cc2c1ccc1ccccc21,-34,-5,7,-5
# Continued.
SMILES,Yeast growth tox,Yeast growth tox inhibition %,Yeast eIF2B,Yeast eIF2B mutant toxicity
COc1ccc(S(=O)(=O)N2CCN(C(=O)NC3CCCCC3)CC2)cc1OC,12,-11,-12,-11
COc1cc2ccccc2cc1C(=O)N1CCN(C)CC1,21,4,22,4
Cc1ccc2c(c1)C(O)(c1c(C)[nH]c3ccccc13)C(=O)N2 (configuration not stated),23,-9,-17,-9
CCC(C)NC(=O)Cn1nc(C(F)(F)F)c2c1CCCC2 (configuration not stated),12,4,24,4
COc1cccc2c1OC1(C)CC2NC(=O)N1Cc1ccccc1 (configuration not stated),5,10,.,.
Cn1cc(C(=O)NCC2COc3ccccc3O2)c(=O)c2cc(S(=O)(=O)N3CCCCC3)ccc21 (configuration not stated),47,6,18,6
O=C(NCC1c2ccccc2CCN1C(=O)CN1CCOCC1)C1CCCCC1 (configuration not stated),5,-9,19,-9
CCn1c(SCC(=O)Nc2ccccc2)nnc1C1CCCCC1,25,4,-48,4
Cc1cc(C)nc(N2C(=O)CC(Cc3ccccc3)C2=O)n1 (configuration not stated),4,-21,-18,-21
Cc1cc(C)c(C#N)c(SC(F)F)n1,-2,10,3,10
COc1cc(NS(=O)(=O)c2ccc(Br)s2)cc(OC)c1,-4,5,14,5
CCOc1ccccc1N1CCN(C(=O)c2cc3c(s2)CCC3)CC1,-14,3,1,3
O=C(OCCN1C(=O)c2ccccc2C1=O)c1cc(=O)[nH]c2ccccc12,8,11,16,11
O=C(CCCSc1nc2ccccc2[nH]1)NC1=NCCS1,-8,-25,23,-25
CC1(C)C(=O)C2(C(=O)NCc3ccccc3)CCC1C2 (configuration not stated),-3,11,3,11
CON(C)c1nc(OCCNC(=O)OCc2ccc(Cl)cc2C)nc(N(C)C)n1,14,15,-2,15
CCOc1cc(S(=O)(=O)Nc2ccccc2CC)ccc1Cl,-4,14,9,14
COc1ccc(N/C=C(\C#N)c2nc3ccccc3n2C)c(OC)c1,-3,-10,58*,.
COc1ccc(S(=O)(=O)NCCSc2ccc(C)cc2)cc1OC,16,8,19,8
Cn1ncc(Br)c1C(=O)Nc1ccc(F)cc1F,2,11,-14,11
Cc1ccc(C(c2sc3nc(C)nn3c2O)N2CCN(c3ccc(F)cc3)CC2)cc1 (configuration not stated),0,-7,4,-7
CCCCn1nnnc1SCC(=O)Nc1ccc(C)cc1,20,19,20,19
CC(CS(=O)(=O)c1cccc2cccnc12)N1CCCCC1 (configuration not stated),-8,8,29,8
COCCNC(=O)C(c1ccc(C)o1)N(Cc1ccccc1)C(=O)Cn1nnc2ccccc21 (configuration not stated),-8,-17,-14,-17
CCN(CC)c1ccc(SS(=O)(=O)O)cc1,-22,-15,-15,-15
CCCCN(CCCC)c1cc(C)nc(-c2ccccc2O)n1,-5,-14,14,-14
COc1ccc(Cl)cc1C(=O)CSc1nnnn1C1CCCCC1,5,-23,15,-23
CCN(CC)CCCNC(=O)c1c(O)c2c([nH]c1=O)CCCC2,25,3,-10,3
CN(Cc1ccccc1)C(=O)Cn1cccc1C(=O)c1ccccc1,13,16,24,16
COc1ccc(N/C(C)=C2/C(=O)C(=O)N(CCO)C2c2ccc(Br)cc2)cc1 (configuration not stated),-8,-18,-2,-18

# Given with values under each structure: entries from further up
# Order of results – Yeast growth tox	Yeast growth tox inhibition %	Yeast eIF2B	Yeast eIF2B mutant toxicity
> O=c1[nH]c2ccc(S(=O)(=O)N3CCC(Cc4ccccc4)CC3)cc2o1
 : -20	5	1	5
> CCN(CC)CCNc1nc(-c2ccccc2)c2c(c1C#N)CC(C)(C)OC2
 : 1	14	.	.
> CCOc1ccc(Cl)cc1S(=O)(=O)n1cnc2cc(C)c(C)cc21
 : -4	5	16	5
> CC(C)Cn1c2nc3ccccc3nc2c2c(=O)n(CCN3CCOCC3)cnc21
 : 11	14	26	14
> Cc1cc(N2CCN(c3ccccc3)CC2)nc(-c2ccccc2O)n1
 : 27	14	19	14
> c1ccc(OCCSc2nc3ccccc3o2)cc1
 : 26	5	14	5
> Cc1ccc(-c2nn(CC(=O)NCC3CCCO3)c(=O)c3ccccc23)cc1 (configuration not stated)
 : -10	-4	26	-4
> CCOC(=O)C1CCN(C(=O)c2c(-c3c(F)cccc3Cl)noc2C)CC1
 : 6	-7	8	-7
> CC1(c2ccncc2)Nc2ccccc2-c2nc3ccccc3n21 (configuration not stated)
 : .	.	-10	.
> COc1ccc(C2=NOC(CN3C(=O)c4ccccc4S3(=O)=O)C2)cc1 (configuration not stated)
 : .	.	43	.
> CC(C)C(=O)N(c1ccc2oc(=O)sc2c1)S(=O)(=O)c1ccccc1
 : 36	19	.	.
> COC(=O)C1=C(C)NC(=O)NC1/C=C/c1ccccc1 (configuration not stated)
 : 7	-5	22	-5
> C=C(C)c1cccc(C(C)(C)NC(=O)NCCCn2ccnc2)c1
 : 6	-10	-4	-10
> CCOc1cc2[nH]c(=O)n(CCCCCC(=O)NCc3ccco3)c(=O)c2cc1OCC
 : -19	-12	16	-12
> Cc1cc(C(=O)O)ccc1N/C=C1\CCCC(C)C1=O (configuration not stated)
 : 20	20	.	.
> CCN1C(=O)N(C)C(N(O)C(=O)NC)C1(C)C (configuration not stated)
 : 10	7	11	7
> CCc1ccc(NC(=O)C2CCN(S(C)(=O)=O)CC2)cc1
 : 5	0	5	.
> COc1ccc(CCNC(=O)c2noc3c2CCCC3)cc1OC
 : 9	-6	-10	-6

# (cont.)
SMILES,Yeast growth tox,Yeast growth tox inhibition %,Yeast eIF2B,Yeast eIF2B mutant toxicity
COC(=O)CSc1nnc([C@H](CC(C)C)NC(=O)OC(C)(C)C)o1,11,4,11,4
CC1CCCC(C)N1C(=O)Cc1ccccc1 (configuration not stated),-3,-8,-19,-8
COc1ccccc1NC(=O)CSc1nc2nc(C)cc(C)c2c(=O)[nH]1,12,7,.,.
CSc1cccc(-n2cc(-c3ccc4c(c3)OCO4)[nH]c2=O)c1,16,11,.,.
C=CCN1C(=O)CS/C1=C(\C#N)S(=O)(=O)c1ccc(C)cc1,-32,-18,.,.
Cc1cc(C)nc(SCC2COc3ccccc3O2)n1 (configuration not stated),6,-9,19,-9
O=C(CSC(=S)N1CCCCC1)N1N=CCC1c1ccccc1 (configuration not stated),16,0,18,.
CC(C)COC(=O)N1CCCC1C(=O)O (configuration not stated),-5,7,27,7
c1ccc(CSc2nnc(-c3ccco3)n2Cc2ccco2)cc1,-5,-30,31,-30
Cc1ccc2[nH]c(=O)c(CN(CCO)C(=O)N(C)C)cc2c1,14,-10,-2,-10
O=C(O)CNC(=O)CCN1C(=O)c2ccccc2C1=O,2,12,6,12
CCOc1ccc(NC(=O)CN2CCN(CC(=O)Nc3ccc(Cl)c(C(F)(F)F)c3)CC2)cc1,36,10,.,.
C/C(Cl)=C/Cn1c(=O)c2c(nc(Br)n2Cc2ccccc2)n(C)c1=O,-9,-21,32,-21
O=C(NC(CSCc1ccccc1)C(=O)N/N=C/c1ccc(O)cc1O)c1ccc([N+](=O)[O-])cc1 (configuration not stated),13,-5,16,-5
O=C(NCc1ccccc1)c1cc(-n2cnnc2)ccc1Cl,-7,0,.,.
CSc1nc2[nH]c3c(c2c2nncn12)CC(C)(C)OC3,5,-27,21,-27
COC(=O)C(NS(C)(=O)=O)(c1c(C)[nH]c2ccccc12)C(F)(F)F (configuration not stated),-4,-4,23,-4
CC(=O)Oc1ccc(N2C(=O)CCC2=O)cc1,19,11,18,11
CC(=O)Nc1ccc(-n2c(C)c(C(C)=O)c(C(C)=O)c2C)cc1,12,8,20,8
Cc1ccc(C(=O)N2CC(C)OC(C)C2)c(Cl)c1 (configuration not stated),11,14,14,14
Cc1cc(C)cc(N(C(C)C(=O)Nc2c(C)n(C)n(-c3ccccc3)c2=O)S(C)(=O)=O)c1 (configuration not stated),16,6,-41,6
Cc1ccc(C(=O)CCNc2ccc(Cl)cc2)o1,19,26,.,.

# Screening results: PubChem, PCMD
